Screens deposited in PubChem by several laboratories.
MEKK2 WT-MEK5: raises or lowers MEK5 binding to wildtype human MEKK2 PB1 domain; Q9Y2U5; bead flow cytometry, Alexa488-MEK5 binding to MEKK2 WT; actives lie on both sides; binding response (% of control), % at 10 µM; actives 1.1% (n = 290,000); AID 1531; in the data active = binding response below about 67% or above about 130%
SUMO HTRF inh: SUMOylation inhibition | P63279 | HTRF SUMOylation assay, SAE1/SAE2 + UBC9, in vitro | inhibition, % at 35 µM | actives 0.36% (n = 290,000); in the data active = inhibition above about 50%, passing the limit was not always enough; also: strong numbers were not always called active
Target sequence (P63279 whole entry, looked up): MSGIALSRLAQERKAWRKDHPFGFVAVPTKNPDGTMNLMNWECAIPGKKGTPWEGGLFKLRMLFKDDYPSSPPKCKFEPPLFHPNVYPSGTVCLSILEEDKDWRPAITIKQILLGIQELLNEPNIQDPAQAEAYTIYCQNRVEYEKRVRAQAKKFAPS
FID counter: counter-screen for HCV NS3 helicase inhibitors: DNA intercalator displacement; DNA fluorescent intercalator displacement, fluorescence; inhibition, % at 7.9 µM; actives 0.17% (n = 290,000); AID 1845; in the data active = inhibition above about 37%;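 also: 0% = vehicle and 100% = reference compound; higher means more ethidium bromide displaced from hairpin DNA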
IMP-1 inh: inhibitors of Pseudomonas aeruginosa IMP-1 metallo-beta-lactamase; purified IMP-1, nitrocefin hydrolysis, epi-absorbance fluorescence; AID 1556; actives 0.45% (n = 290,000); inhibition, % at 5.6 µM;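 active = inhibition above the mean plus 3 SD of all compounds in the same screening run, cut at about 4.5% in these data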;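 also: 0% = IMP-1 with DMSO and 100% = DMSO wells lacking enzyme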
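Assay system: purified IMP-1; Quantity: IMP-1 0.2 nM before substrate addition; Medium: HEPES buffer pH 7.1 with ZnSO4 and Brij 35; Incubation: 15 min enzyme–compound preincubation, then 25 min nitrocefin reaction, 25 °C; Signal: fluorescence quenching readout, ex 480/em 530 nm; Controls: DMSO with and without IMP-1; Repeats: singlicate testing.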
MEKK2 mut-MEK5: signal of MEK5 binding to mutant human MEKK2 PB1 domain. bead flow cytometry, Alexa488-MEK5 binding to MEKK2 mutant. percent response, % at 10 µM. actives 0.35% (n = 290,000). AID 1530; in the data active = percent response above about 24%, passing the limit was not always enough; also: inactives centre near 1; some results filed as inactive read as strong as hits
PfM18AAP inh: blocks P. falciparum M18 aspartyl aminopeptidase | recombinant PfM18AAP, H-Glu-NHMec fluorogenic cleavage | inhibition, % at 7.35 µM | actives 1.2% (n = 290,000);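 active = inhibition above the campaign mean inhibition over all tested compounds plus 3 SD, cut at about 28% in these data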;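 also: 0% = plate median of test compound wells and 100% = 2 mM ZnCl2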
VIM-2 inhibitor: blocks Pseudomonas aeruginosa VIM-2 metallo-beta-lactamase. purified VIM-2, nitrocefin hydrolysis, epi-absorbance fluorescence. inhibition, % at 5.6 µM. actives 0.89% (n = 290,000);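 active = inhibition above the mean of all tested compounds plus 3 SD, cutoff set per screening run, cut at about 7.5% in these data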;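 also: red hydrolysis product quenches plate fluorescence so inhibitors raise well fluorescence; 0% = enzyme with DMSO and 100% = DMSO without enzyme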
NS3 helicase inh: blocks Hepatitis C virus NS3 helicase unwinding. inhibition, % at 10.9 µM. actives 0.56% (n = 290,000). NS3 helicase DNA unwinding, Cy5 molecular beacon fluorescence;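 active = inhibition above the mean of all tested compounds plus 3 SD, set per campaign, cut at about 35% in these data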;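 also: 0% = DMSO wells and 100% = thioflavine S control wells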
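Measured by: Cy5 fluorescence, 0 and 60 min reads / Assay system: NS3 helicase fragment of HCV / Control set: low DMSO, high thioflavine S at 110 µM / Times: 1 h reaction at 25 °C, ATP-initiated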
NALP1 inh: inhibitors of NALP1 inflammasome in yeast; S. cerevisiae NALP1/ASC/caspase-1 growth, X-gal OD620, 72 h; inhibition, % at 10 µM; actives 0.61% (n = 280,000); in the data active = inhibition mostly above about 24%, no sharp cut-off; inactive = mostly below about 32%; also: some compounds called inactive have numbers as strong as hits
* hit, by the source's call; nt = no result given; & = joins results of further samples.

SMILES	MEKK2 WT-MEK5	SUMO HTRF inh	FID counter	IMP-1 inh	MEKK2 mut-MEK5	PfM18AAP inh	VIM-2 inhibitor	NS3 helicase inh	NALP1 inh
CCCc1ccc(C(=O)NNC(=O)c2ccc(Br)cc2)cc1	103	28	-6	-2.0	2	2	-1.0	-6	16
COc1ccc(C(CCN2CCCC2)c2c(OC)cc(OC)c3c(-c4ccccc4)cc(=O)oc23)cc1 (centres undefined)	152*	13	nt	nt	20	nt	nt	nt	5
CCN(CC)CC(=O)Nc1scc2c1c(=O)oc1ccccc12	82	27	2	-2.0	-6	-14	1.2	-6	28
Cc1ccccc1NC(=O)C1CCCN(C(=O)NCc2ccccc2)C1 (centres undefined)	101	-5	-9	-1.1	-5	0	-2.4	-10	6
Cc1nn(C)c(Cl)c1C(=O)NC(C(=O)O)c1ccccc1 (centres undefined)	97	-3	0	-1.7	3	0	-1.6	3	1
CCCCNc1c([N+](=O)[O-])cc(C(=O)O)cc1[N+](=O)[O-]	107	-18	-2	-3.7	0	2	-2.9	9	26
O=C(O)[C@H](Cc1ccccc1)NC(=O)N1CCOCC1	103	24	1	-2.5	3	-3	-4.2	7	-13
COc1ccc(NC(=O)c2cc(S(=O)(=O)N3CCCCC3)c[nH]2)cc1	100	7	-32	-0.8	5	1	-0.5	-14	12
Nc1cc(=O)[nH]c(=O)n1CCCc1ccccc1	108	nt	-3	-3.1	4	0	-1.8	5	nt
CCOC(=O)Cc1nnc(NC(=O)C(CC)Sc2nncn2C)s1 (centres undefined)	116	7	-21	-2.0	13	17	-2.0	-4	29
COc1ccc(/C=N/NC(=O)Nc2cccc3nsnc23)cc1	83	-1	2	1.4	-2	-5	-0.4	-1	19
CCOc1ccc(S(=O)(=O)Nc2ccc(C(=O)NCC(c3ccccc3)N(C)C)cc2)cc1 (centres undefined)	112	11	17	-2.0	5	0	-1.8	-39	17
COc1ccc(CCNC(=O)Cn2c(=O)n(-c3ccc(C)c(F)c3)c(=O)c3sccc32)cc1OC	105	19	-15	-1.9	1	0	-3.3	15	10
C=C(C)CSc1nnc([C@@H]2CCCN2)o1	100	13	0	0.3	-3	4	0.6	3	nt
Cc1cc2nn(-c3ccc(F)cc3)nc2cc1N	89	7	-6	-2.7	1	5	-2.1	27	9
CC(C)=CCN1CCN(Cc2cccc3c2OCO3)CC1CCO (centres undefined)	102	7	1	-1.6	1	-1	-2.2	20	0
CS(=O)(=O)c1ccc(Sc2nc3ccccc3s2)c([N+](=O)[O-])c1	105	-10	3	1.6	4	0	1.9	14	10
CC(CN1CCN(C)CC1)OC(=O)c1ccccc1Cl (centres undefined)	nt	20	2	-3.0	nt	-15	0.5	1	23
CS(=O)(=O)N1CCN(C2CCN(Cc3ccccc3)CC2)CC1	nt	22	-1	-2.9	nt	6	-2.0	11	3
CC(C)C(NC(=O)c1ccc(Cl)cc1)C(=O)NCC1CCCO1 (centres undefined)	97	3	-6	0.9	1	3	0.7	-3	8
CC(=O)Nc1c(I)c(NC(C)=O)c(I)c(C(=O)O)c1I	91&98	-2	-5&-4	-0.3&-2.6	3&4	-8&-2	0.4&-3.2	-6&1	15
C/C(=N\N=C1\NC(=O)CC(C(=O)O)S1)c1ccc(F)cc1 (centres undefined)	106	-10	-6	-4.0	-1	4	-0.4	-3	19
CCOC(=S)SCC(=O)Nc1nc(-c2ccc(Br)cc2)cs1	108	-32	-6	-2.6	0	3	-3.2	4	28
Cc1sc2c(c1C)C(=O)/C(=C\Nc1ccncc1)S(=O)(=O)N2C	91	7	-19	3.3	-7	22	-1.5	9	5
COc1ccc(N(CC(=O)N2CCOCC2)S(=O)(=O)c2ccccc2)cc1Cl	102	20	-20	-0.9	2	-3	-1.4	-6	13

Sorted by formula weight (rising): five of the compounds above
SMILES	MEKK2 WT-MEK5	SUMO HTRF inh	FID counter	IMP-1 inh	MEKK2 mut-MEK5	PfM18AAP inh	VIM-2 inhibitor	NS3 helicase inh	NALP1 inh
CC(CN1CCN(C)CC1)OC(=O)c1ccccc1Cl (centres undefined)	nt	20	2	-3.0	nt	-15	0.5	1	23
C/C(=N\N=C1\NC(=O)CC(C(=O)O)S1)c1ccc(F)cc1 (centres undefined)	106	-10	-6	-4.0	-1	4	-0.4	-3	19
CS(=O)(=O)c1ccc(Sc2nc3ccccc3s2)c([N+](=O)[O-])c1	105	-10	3	1.6	4	0	1.9	14	10
COc1ccc(CCNC(=O)Cn2c(=O)n(-c3ccc(C)c(F)c3)c(=O)c3sccc32)cc1OC	105	19	-15	-1.9	1	0	-3.3	15	10
CC(=O)Nc1c(I)c(NC(C)=O)c(I)c(C(=O)O)c1I	91&98	-2	-5&-4	-0.3&-2.6	3&4	-8&-2	0.4&-3.2	-6&1	15

More entries follow.
SMILES	MEKK2 WT-MEK5	SUMO HTRF inh	FID counter	IMP-1 inh	MEKK2 mut-MEK5	PfM18AAP inh	VIM-2 inhibitor	NS3 helicase inh	NALP1 inh
CCOC(=O)Nc1cccc(Nc2ccccc2)c1	98	-7	0	-2.4	-1	0	1.1	-3	52
O=C(CCC(=O)N1CCN(C(=O)c2ccco2)CC1)c1ccc(F)cc1	89	17	-6	0.0	4	3	-3.0	-8	-7
CCOC(=O)C1CCN(S(=O)(=O)c2ccc(NC(=O)OC)cc2)CC1	110	8	10	-2.3	9	-7	-0.4	12	8
O=C(Cn1c(NCCO)nc2ccccc21)c1ccc([N+](=O)[O-])cc1	102	0	17	-1.9	10	10	-2.3	-2	4
O=C1CCC(=O)N1c1ccc(S(=O)(=O)Nc2cccc(Br)c2)cc1	105	2	-2	-0.8	2	-2	-2.3	3	6
COc1cccc(CN(C(=O)c2cccs2)C2CCS(=O)(=O)C2)c1 (centres undefined)	99	13	-15	-3.3	4	0	-3.6	-5	-4
O=C(/C=C/c1ccco1)NC1=NCCS1	105	5	-3	-1.5	-1	-11	-0.4	0	33
O=C(Nc1ccc2ccccc2c1)NC1CCS(=O)(=O)C1 (centres undefined)	106	14	-2	-1.2	1	-1	-5.6	2	18
COc1ccc(OC)c(C(O)c2nc3ccccc3n2C(C)C)c1 (centres undefined)	103	10	-10	-4.6	3	18	-3.6	6	-8
OC(CNCC1CCCO1)Cn1c2ccccc2c2ccccc21 (centres undefined)	112	-13	21	-2.7	7	-1	-1.5	-12	11
CCCn1c(SCc2ccc(Cl)cc2)nc2c1c(=O)[nH]c(=O)n2C	102	-3	-9	-3.9	2	-33	-4.2	-1	-3
CC(=O)Nc1cccc(Cn2cccn2)c1	93	12	4	0.3	-4	11	-2.3	3	-4
CS(=O)(=O)C1=NN2C(=N)/C(=C\c3ccc(OC(=O)c4ccco4)cc3)C(=O)N=C2S1	103	17	-15	-1.5	5	-7	-0.8	12	6
O=C1CC(N(O)c2ccccc2)C(=O)N1Cc1ccccc1 (centres undefined)	94	21	-6	-1.6	-6	14	1.9	11	22
COc1cc(C)nc(N(Cc2ccccc2)S(=O)(=O)c2ccccc2)n1	110	5	-22	-1.2	14	0	-3.4	-7	-7
COc1ccc(NC(=O)CSc2nncn2N)c(OC)c1	104	7	-7	-1.2	11	-6	-2.7	-3	-1
CCOC(=O)CCNC(=O)N1CCCC(CCC(=O)N(C)CCc2ccccn2)C1 (centres undefined)	90	7	-15	-2.6	-7	0	-1.3	3	0
O=C(O)CCn1[nH]c(=O)c2ccccc2c1=O	104	17	-2	-3.7	7	-2	-3.2	11	-1
Cc1cc(NC(=O)C(C)SCC(=O)OCC(=O)N(Cc2ccccc2)C(C)(C)C)no1 (centres undefined)	101	-4	-31	-1.2	2	5	-0.2	-3	-3
O=C(Cn1c(C(F)(F)F)nc2ccccc21)N/N=C/c1ccco1	95	3	-4	-3.3	-5	-9	-4.2	-2	-30
N#CCCN(Cc1cccnc1)C(=S)Nc1ccc(OC(F)F)cc1	86	-18	0	-0.7	-4	9	-1.3	4	6
Cc1ccc(C(=O)N2CC(=O)NC(=O)C2)cc1	98	5	3	0.7	-1	-15	0.3	-3	8
CC1CN(C(=O)/C=C/c2ccc([N+](=O)[O-])s2)CC(C)O1 (centres undefined)	95	6	-2	-3.1	-2	2	-8.1	13	-26
O=C1CCCN1c1ccc(S(=O)(=O)NCc2ccco2)cc1	100	2	4	-2.3	-1	-6	0.6	1	nt
COc1ccccc1NC(=O)COC(=O)c1ccc2c(c1)nc(C)n2-c1ccccc1	89	12	-25	-3.1	-3	9	2.0	-26	33
Later entries
SMILES	MEKK2 WT-MEK5	SUMO HTRF inh	FID counter	IMP-1 inh	MEKK2 mut-MEK5	PfM18AAP inh	VIM-2 inhibitor	NS3 helicase inh	NALP1 inh
CCOC(=O)C1=C(C)NC(SCC(=O)O)=C(C#N)C1c1ccco1 (centres undefined)	88	20	-8	-1.7	-11	10	-1.9	2	0
CCC(CC)C(=O)Nc1ccc(Cl)c(Cl)c1	110	-6	0	-0.6	6	5	-0.7	1	-9
CN(C)c1ccc(/C=C/C=N/Nc2nc(N3CCOCC3)nc(N3CCOCC3)n2)cc1	100	-14	-32	-3.4	3	11	-1.9	0	5
COc1ccc(NC(=O)CSc2nc3ccccc3nc2N2CCOCC2)c(OC)c1	100	-5	-45	-0.9	-2	-6	-1.4	-20	2
CCOC(=O)C1CCN(S(=O)(=O)c2c(C)noc2C)CC1	111	8	-3	-0.3	5	-9	1.1	-9	18
c1ccc(C2c3[nH]c4ccccc4c3CCN2Cc2cccn2-c2cccnc2)nc1 (centres undefined)	105	9	-1	-2.6	-10	4	-3.4	-4	-11
CCOC(=O)c1nc(Nc2ccc(Nc3ccccc3)cc2)c2ccccc2n1	114	-4	-13	-2.8	9	6	-0.7	-10	-5

With a hit mark in MEKK2 WT-MEK5, among the entries above:
structure | MEKK2 WT-MEK5 | SUMO HTRF inh | IMP-1 inh | MEKK2 mut-MEK5 | PfM18AAP inh | VIM-2 inhibitor | NS3 helicase inh | NALP1 inh
COc1ccc(C(CCN2CCCC2)c2c(OC)cc(OC)c3c(-c4ccccc4)cc(=O)oc23)cc1 (centres undefined) | 152* | 13 | nt | 20 | nt | nt | nt | 5

Not a hit list, and some 4.7% of all compounds hit somewhere here.
